AddAB inh – less growth of phage-infected E. coli with AddAB. E. coli expressing H. pylori AddAB, absorbance growth. AID 435030. inhibition, % at 11.9 µM. 330,000 compounds, 0.29% hits; in the data active = inhibition above about 12%;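 note: 0% = vehicle wells of infected cells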
OPRM1-OPRD1 inv – inverse agonist of human OPRM1-OPRD1 heterodimerization; cell-based MOR-DOR heterodimer luminescence, inverse agonism; 340,000 compounds, 0.21% hits; inhibition, % at 9.3 µM; P35372+P41143; in the data active = inhibition above about 22%, passing the limit was not always enough;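 note: 0% = cells with DMSO and 100% = wells without cells with DMSO; values of inactives mirror those of a sister screen read the other way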
HTR5A inv ag – HTR5A inverse agonism, opioid heterodimer counter-screen | AID 504634 | HTR5A cell line, luminescence | inhibition, % at 9.3 µM | 340,000 compounds, 0.083% hits; in the data active = inhibition mostly above about 23%, no sharp cut-off; inactive = mostly below about 18%;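 note: 0% = cells with DMSO and 100% = no-cell wells with DMSO; some compounds called inactive have numbers as strong as hits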
Target sequence (P47898 whole entry, looked up): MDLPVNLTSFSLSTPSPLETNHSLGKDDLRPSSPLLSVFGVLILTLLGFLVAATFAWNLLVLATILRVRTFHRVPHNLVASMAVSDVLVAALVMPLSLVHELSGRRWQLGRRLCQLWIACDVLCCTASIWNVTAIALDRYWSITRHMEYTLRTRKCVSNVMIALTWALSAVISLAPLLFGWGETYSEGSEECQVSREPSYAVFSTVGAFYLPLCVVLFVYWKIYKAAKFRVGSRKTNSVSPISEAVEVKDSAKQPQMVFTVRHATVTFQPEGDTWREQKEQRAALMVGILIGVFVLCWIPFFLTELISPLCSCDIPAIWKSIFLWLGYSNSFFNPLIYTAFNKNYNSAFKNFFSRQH
SUMO Mot1 rescue – blocks SUMOylation pathway, rescuing yeast Mot1-301 growth; S. cerevisiae Mot1-301 growth rescue, ATP luminescence, 38.5C; percent above DMSO median, 100 means doubled; growth rescue, % at 18.8 µM; 320,000 compounds, 1% hits; AID 2716;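 active = every valid replicate shows activation above 250% relative to neutral control wells; inactive = the rest, any valid replicate at or below 250%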;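 note: OY570 slx delta 5 strain wells were the positive control but not used for scaling; some compounds called inactive have numbers as strong as hits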
MOR-DOR ag – OPRM1-OPRD1 heterodimerization agonism; 340,000 compounds, 0.3% hits; activation, % at 9.3 µM; P35372+P41143; AID 504326; cells, luminescence; in the data active = activation above about 18%;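 note: 0% = vehicle-treated cells and 100% = reference agonist; values of inactives mirror those of a sister screen read the other way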
PKA-R1A act – activators of PKA-R1A complex | P00514+P68181 | PKA-R1A dissociation, Cy5-IP20 fluorescence polarization; scaled: DMSO 0%, 113 µM cGMP 100% | activation, % at 11.4 µM | 340,000 compounds, 0.083% hits;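 active = percent activation above the mean of all tested compounds plus 3 SD, cut at about 19% in these data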;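 note: higher means more PKAc released from R1A so a rise in polarization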
phage Ecoli inh – E. coli growth loss with phage present; 360,000 compounds, 0.26% hits; inhibition, % at 11.9 µM; growth absorbance; in the data active = inhibition above about 11%
PfHsp90 yeast 2 – reduces growth (ATP signal) of yeast expressing P. falciparum Hsp90; S. cerevisiae expressing PfHsp90, BacTiter-Glo ATP, 48 h; yeast lacking PDR1 and PDR3 efflux regulators; inhibition, % at 9.4 µM; 310,000 compounds, 0.32% hits; AID 504621;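 active = every replicate shows inhibition above about 80%, whatever the replicate mean, limit read from the data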;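 note: 0% = DMSO neutral controls and 100% = 20 µM radicicol positive controls; yeast relying on Plasmodium falciparum Hsp90 in place of its own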
E coli growth – reduces bacterial viability in AddAB counter-screen | E. coli V3065 growth, OD600 absorbance, 18 h | inhibition, % at 11.9 µM | 330,000 compounds, 0.27% hits | AID 449728;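 active = inhibition above the campaign's mean inhibition across all tested compounds plus 3 SD, cut at about 9.9% in these data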;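 note: uninfected addAB+ strain grown without phage in ampicillin broth; 0% = DMSO wells and 100% = ciprofloxacin 0.95 µg/ml wells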
Pemphigus Ab inh – inhibitors of pemphigus antibody binding to human desmoglein-3. AID 588358. binding (percent of control), % at 10 µM. DSG3-coupled beads, scFv-anti-DSG3-GFP binding, flow cytometry; stronger effect = lower value. P32926. 310,000 compounds, 0.48% hits;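 active = binding more than 3 SD below its plate's average and above zero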; note: some compounds called inactive have numbers as strong as hits
HTR5A ag ctr – activates human HTR5A in OPRM1-OPRD1 agonist counter-screen; activation, % at 9.3 µM; HTR5A agonist assay, luminescence, cell-based; P47898; 340,000 compounds, 0.61% hits; in the data active = activation mostly above about 9.5%, no sharp cut-off; inactive = mostly below about 7.6%;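 note: 0% = cells with vehicle only and 100% = reference agonist; strong numbers were not always called active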
Starred values were filed as active, the others as inactive; x = no result given. Outcome played no part in choosing rows, and some 3.2% of all compounds hit somewhere here.

SMILES | AddAB inh | OPRM1-OPRD1 inv | HTR5A inv ag | SUMO Mot1 rescue | MOR-DOR ag | PKA-R1A act | phage Ecoli inh | PfHsp90 yeast 2 | E coli growth | Pemphigus Ab inh | HTR5A ag ctr
Cn1c(=O)n(C)c2cc(NC(=O)Cc3ccccc3[N+](=O)[O-])ccc21 | 2.8 | 16.7 | -2.3 | 5.4 | -3.6 | -7.5 | 3.2 | -10.0 | 0.0 | 103.0 | 0.6
COc1cc(C2C(C#N)=C(N)Oc3c2oc(CO)cc3=O)ccc1OC(C)C (centres undefined) | -2.8 | 5.3 | -12.8 | -1.4 | -1.1 | 1.7 | -0.4 | 36.0 | -3.8 | 99.0 | 4.9
N#CC1=C(N)SC(N)=C(C#N)C1c1cccc(O)c1 | -0.4 | -1.3 | -5.2 | -6.1 | 0.2 | -6.5 | 1.3 | -45.1 | -1.0 | 116.9 | -0.3
Cc1oc(-c2ccccc2)cc1C(=O)NC(Cc1c[nH]c2ccccc12)C(=O)O (centres undefined) | 2.8 | 12.7 | 4.8 | -12.7 | -2.5 | 0.0 | -2.7 | 10.3 | -1.2 | 98.5 | 0.4
Cc1ccc(-n2c(SCC(=O)N3CCOCC3)nnc2-c2cccnc2)cc1 | 1.7 | 3.1 | -28.4 | -20.2 | -0.6 | 4.3 | x | 1.2 | 4.3 | 102.5 | 3.8
CCOc1ccc(CN2CCN(C3CCC3)CC2CCO)cc1 (centres undefined) | 0.9 | -21.6 | 0.5 | 11.5 | 4.7 | 3.2 | 2.2 | -1.5 | -2.2 | 100.6 | -0.1
CCOC(=O)N1CCN(CC(=O)Nc2sccc2C#N)CC1 | -0.4 | 4.6 | 9.1 | 16.3 | -0.9 | 4.7 | 5.7 | -14.3 | 0.8 | 108.2 | -3.2
CCCCOc1ccc(/C=C/C(=O)Nc2ccc([N+](=O)[O-])cc2C)cc1 | 2.6 | -12.6 | -22.3 | 85.9 | 2.5 | -0.7 | 3.6 | -16.2 | -1.6 | 103.0 | 0.1
CSCCC(NC(=O)c1ccc(Cl)cc1Cl)C(=O)N(C)Cc1nc2ccccc2c(=O)[nH]1 (centres undefined) | x | -3.5 | 2.7 | x | 0.5 | -13.1 | -1.0 | -6.5 | x | 100.5 | -1.0
O=C(COC(=O)CNS(=O)(=O)c1ccc(Br)cc1Cl)NC1CCCC1 | 1.6 | -6.0 | 0.5 | 12.0 | 0.9 | -17.5 | -1.2 | -18.7 | 1.6 | 98.6 | -0.2
O=C1c2ccccc2NC(c2cccc(O)c2)N1NS(=O)(=O)c1ccccc1 (centres undefined) | -1.5 | 4.4 | -2.5 | -9.4 | -0.9 | 1.3 | 2.8 | -30.4 | 0.1 | 104.1 | 0.9
CCc1ccccc1NC(=O)N1CCC(NC(=O)C(Cc2ccc(OC)c(OC)c2)NC(C)=O)CC1 (centres undefined) | 1.2 | 4.0 | -0.5 | 80.8 | -0.7 | 6.5 | 2.5 | 10.6 | 0.6 | 101.4 | -0.7
CC(C)C[C@H]1CN=C(N(C)C)N1CC1CCCCCC1 | 2.0 | 9.8 | 3.5 | 13.6 | -1.8 | -12.1 | 2.5 | -5.3 | -0.8 | 103.6 | -1.4
O=C(C1CCCN(C2CC(=O)N(c3ccc(Cl)cc3)C2=O)C1)N1CCCC1 (centres undefined) | x | 3.7 | 4.0 | 266.5* | -0.6 | 2.7 | 0.3 | 44.1 | x | 114.3 | -1.1
N/C(CN1CCCC1=O)=N\OC(=O)c1ccccc1Cl | 2.7 | 8.0 | -2.3 | 24.3 | -1.4 | -5.0 | 0.6 | x | 0.5 | 101.6 | 2.4
O=C1C(Cl)=C(N2CCCC2)C(=O)N1c1ccc(F)cc1 | -0.7 | 14.8 | 6.0 | 2.0 | -3.2 | 1.8 | -3.0 | -0.9 | 0.6 | 99.9 | -1.6
CNCc1nc2ccccc2[nH]1 | 0.6 | -10.8 | -15.8 | -0.6 | 1.5 | -4.9 | 0.6 | 0.6 | 2.0 | 103.7 | 5.6
CCOc1ccc(N(CC(=O)NCCc2ccc(OC)cc2)S(C)(=O)=O)cc1 | -1.4 | 15.9 | 0.8 | 1.2 | -3.1 | -0.1 | 2.5 | -5.8 | -3.4 | 96.1 | -0.3
CCOc1ccc(C(=O)Nc2ccc(NC(=O)c3ccccc3)cc2)cc1Br | -1.0 | 13.9 | 0.6 | 144.7 | -2.8 | 5.2 | 1.6 | 1.4 | 0.3 | 113.2 | -0.1
COc1ccccc1C(=O)NNC(=O)c1cccc(F)c1 | 7.0 | 9.6 | 5.8 | -1.5 | -1.5 | -2.5 | 4.5 | 1.9 | -0.2 | 83.8 | -2.3
CCC(C)C(=O)Nc1nnc(-c2cccs2)s1 (centres undefined) | 0.3 | 5.8 | -7.7 | x | -1.0 | -2.8 | 0.9 | 22.1 | -0.1 | 100.1 | 2.0
CN1/C(=C\C(=O)C[n+]2ccc(C(=O)c3ccccc3)cc2)C(C)(C)c2ccccc21 | 0.0 | -3.6 | -0.6 | -6.8 | 0.7 | 4.8 | 2.8 | 25.9 | 2.8 | 95.7 | 0.2
N#Cc1sc2nc3c(cc2c1N)CCCC3 | 3.0 | -5.8 | 4.5 | -9.3 | 1.1 | -2.3 | 0.5 | 9.5 | 1.2 | 102.0 | -1.7
O=C(CCCc1nc2ccccc2s1)Nc1ccccc1 | 0.9 | 12.6 | -17.4 | x | -2.6 | -8.5 | 3.4 | x | -0.4 | 117.8 | 6.3

Quoted from the listing.
CC(C)C[C@H]1CN=C(N(C)C)N1CC1CCCCCC1 @ OPRM1-OPRD1 inv: 9.8
CN1/C(=C\C(=O)C[n+]2ccc(C(=O)c3ccccc3)cc2)C(C)(C)c2ccccc21 @ HTR5A ag ctr: 0.2

The list goes on:
SMILES | AddAB inh | OPRM1-OPRD1 inv | HTR5A inv ag | SUMO Mot1 rescue | MOR-DOR ag | PKA-R1A act | phage Ecoli inh | PfHsp90 yeast 2 | E coli growth | Pemphigus Ab inh | HTR5A ag ctr
Cc1ccc(S(=O)CCNC(=O)Cc2ccc(Cl)cc2)cc1 (centres undefined) | -2.0 | 6.9 | 3.7 | 123.2 | -1.2 | 14.0 | 3.6 | -18.3 | 1.0 | 104.5 | -1.4
CCN(CC)C(=O)CSc1nnc(-c2ccc(O)cc2)n1CC1CCCO1 (centres undefined) | 1.8 | -8.3 | 9.3 | 7.8 | 1.4 | -11.8 | 1.6 | x | 0.4 | 108.4 | 5.0
CC(OC(=O)c1cccc(-n2cnnn2)c1)C(=O)Nc1ccccc1F (centres undefined) | 1.2 | 7.5 | -1.0 | 0.1 | -1.4 | 5.6 | 4.2 | x | 3.5 | 102.7 | 0.4
COc1ccc(/C=C2\SC(=O)N(CC(=O)N(C)C3CCS(=O)(=O)C3)C2=O)cc1 (centres undefined) | 0.8 | 15.7 | -1.0 | -10.1 | -3.1 | 3.5 | 1.4 | 3.8 | 0.8 | 106.4 | -4.9
CC(=O)Nc1ccc(NC(=O)COc2cccc3c2OC(C)(C)C3)cc1 | 0.1 | 13.1 | 6.4 | -10.8 | -2.4 | -5.2 | 1.0 | -10.3 | 2.5 | 99.9 | 4.2
O=C(c1cc([N+](=O)[O-])ccc1Cl)N1CCc2ccccc21 | 0.5 | 2.2 | -8.3 | -7.9 | -0.5 | -10.8 | 1.2 | 22.3 | -0.4 | 101.2 | 2.3
O=S(=O)(CCN1CCOCC1)c1ccc(Oc2ccc(S(=O)(=O)CCN3CCOCC3)cc2)cc1 | 4.3 | 3.0 | 20.6 | 22.0 | -0.6 | 1.4 | 0.2 | -18.2 | 1.0 | 114.3 | 3.2
CSc1cccc(CN2CCC(Oc3cccc(C(=O)N4CCCC4)c3)CC2)c1 | 1.6 | 12.4 | 3.2 | 6.3 | -2.4 | -5.4 | 2.0 | 2.0 | -1.1 | 106.8 | -0.3
CCc1ccc(NC(=O)CCn2cccc2)cc1 | -0.2 | 11.9 | 21.0 | -3.5 | -1.9 | -2.8 | 1.2 | -7.2 | -4.3 | 98.5 | -3.1
O=C(CSc1nnc(-c2ccccc2F)o1)N1CCNC1=O | -1.9 | 6.7 | -15.3 | -20.3 | -1.7 | -6.8 | 2.2 | 2.2 | -1.4 | 98.8 | -0.4
CCCn1c(SCC(=O)NC(C)(C)C)nnc1C(C)C | 0.4 | 5.8 | -11.7 | -0.5 | -1.1 | -4.3 | 2.5 | 4.3 | 0.8 | 112.5 | -0.6
CCC(OC(=O)C1=Cc2ccccc2OC1)C(=O)NCc1ccco1 (centres undefined) | 2.1 | 0.2 | 17.9 | -5.7 | 0.0 | -1.1 | 5.2 | -2.5 | 1.1 | 89.7 | -2.0
CN(C)c1ccc(/C=N/NC(=O)c2ccc3c(c2)OCCO3)cc1 | 0.1 | 13.3 | 6.0 | 1.3 | -2.5 | 7.1 | 1.6 | -23.6 | 1.6 | 108.2 | 6.5
Cc1nc(CNS(=O)(=O)c2ccc(Br)cc2)cs1 | 0.3 | 9.7 | -4.7 | 48.9 | -2.2 | -3.2 | 2.4 | 1.0 | -0.8 | 92.8 | 1.3
CC(=O)c1ccc(NC(=O)c2sc3nc(C)c(C)c(C)c3c2N)cc1 | x | 9.5 | 6.9 | 79.8 | -1.7 | 0.8 | 1.1 | -8.3 | x | 114.9 | 3.5
CCc1nn2cc(C(=O)c3ccccc3O)cnc2c1-c1ccc(F)cc1 | 1.6 | 0.9 | 16.3 | 19.1 | -0.2 | -2.8 | 1.8 | -10.0 | -1.1 | 111.4 | 2.7
Cc1sc2nc(SCC(=O)N3CCCC3)[nH]c(=O)c2c1C | 0.5 | 7.6 | 8.8 | -8.2 | -1.5 | 1.2 | 0.5 | 3.2 | -0.3 | 98.0 | -3.1
CCCn1c(NC(=O)c2ccc([N+](=O)[O-])o2)nc2ccccc21 | 15.0* | -25.3 | -1.7 | -11.5 | 4.0 | 2.5 | 10.5 | -9.1 | 8.1 | 115.5 | -2.6
Cc1cc(C)n(CC(O)CN(c2ccccc2)S(=O)(=O)c2ccccc2)n1 (centres undefined) | 2.6 | 6.6 | -3.7 | 331.8 | -1.4 | -0.1 | 5.0 | -21.1 | -1.0 | 105.8 | 1.4
N#CCCn1ccc(NC(=O)c2ccc(Cl)cc2)n1 | 2.9 | 9.2 | 0.6 | x | -1.6 | -4.7 | 3.3 | 2.4 | 1.4 | 106.8 | -0.2
Cc1ccc(S(=O)(=O)N2CCN(C(=O)CSCc3ccc(C(C)C)cc3)CC2)cc1 | 1.4 | -20.2 | -5.8 | 7.5 | 5.1 | 1.6 | 1.3 | -4.8 | -0.1 | 101.4 | -0.9
S=C(NC1CCCCC1)N(CCc1ccccc1)CCc1ccccc1 | -0.1 | -1.6 | -9.6 | 21.4 | 0.3 | -6.2 | 4.2 | -9.0 | -0.9 | 120.3 | -1.1
COc1ccc(OCC(=O)Sc2ccc(C)cc2)cc1 | 2.0 | -24.9 | 10.8 | 10.5 | 5.6 | -0.9 | -1.0 | -5.7 | 1.6 | 102.4 | 0.6

From PubChem BioAssay
